Assay outcomes (PubChem)
Polio RdRp inh: inhibitors of poliovirus RNA polymerase binding and polymerization | P03300 | poliovirus polymerase elongation, fluorescence polarization; hits give low values | % elongation, % (compound at 16.7 µg/mL) | hit rate 0.66% among 150,000 | AID 588519; in the data active = % elongation below about 90%; note: some results filed as inactive read as strong as hits
Target sequence (P03300 1749-2209 limits assumed): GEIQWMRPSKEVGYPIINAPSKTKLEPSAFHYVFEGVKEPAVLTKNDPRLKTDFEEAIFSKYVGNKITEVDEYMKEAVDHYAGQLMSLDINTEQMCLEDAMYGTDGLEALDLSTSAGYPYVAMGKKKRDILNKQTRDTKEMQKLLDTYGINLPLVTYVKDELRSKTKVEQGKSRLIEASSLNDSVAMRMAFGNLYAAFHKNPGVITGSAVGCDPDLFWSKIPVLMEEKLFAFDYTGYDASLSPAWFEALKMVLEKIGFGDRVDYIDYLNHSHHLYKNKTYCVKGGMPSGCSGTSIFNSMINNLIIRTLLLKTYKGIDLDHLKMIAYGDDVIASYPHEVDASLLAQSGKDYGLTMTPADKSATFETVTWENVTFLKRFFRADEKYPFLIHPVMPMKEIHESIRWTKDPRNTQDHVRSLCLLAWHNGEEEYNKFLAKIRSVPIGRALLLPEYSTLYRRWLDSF
Polio RdRp inh FP z-score: second read-out of Polio RdRp inh, no call of its own (marks repeat the call); z-score; measured here: FP z-score; hits read low
Numbers without * were called inactive; & = joins results of further samples. A portion of the library. The share of hits here may be higher or lower than overall.

Start of the listing, in advance, 2 compounds:
Structure,Polio RdRp inh,Polio RdRp inh FP z-score
CC(C)C[C@@H](CN)CC(=O)O,98.0,-0.2
O=C(c1ccc(F)cc1)C1CCN(CCn2c(=O)[nH]c3ccccc3c2=O)CC1,100.0&100.0,0.1&0.3

Main list, from the first entry:
Structure,Polio RdRp inh,Polio RdRp inh FP z-score
CC(C)C[C@@H](CN)CC(=O)O,98.0,-0.2
O=C(c1ccc(F)cc1)C1CCN(CCn2c(=O)[nH]c3ccccc3c2=O)CC1,100.0&100.0,0.1&0.3
CC(=O)[C@H]1CCC2C3C[C@H](C)C4=CC(=O)CC[C@]4(C)C3[C@@H](O)C[C@@]21C (stereo partly drawn),101.0,0.2
O=C(NCc1ccco1)c1ccc2c(c1)N(Cc1cccc(Cl)c1)C(=O)c1ccccc1S2=O (stereo not drawn),101.0,-0.8
CC(COc1ccccc1)NC(C)C(O)c1ccc(O)cc1 (stereo not drawn),101.0,0.4
c1ccc(CN(CC2=NCCN2)c2ccccc2)cc1,98.0&101.0,-0.5&0.4
COc1ccccc1N1CCN(CCCNc2cc(=O)n(C)c(=O)n2C)CC1,100.0&101.0,0&0.3
c1ccc(CC2=NCCN2)cc1,100.0&98.0,-0.1&-0.4
C=C[C@H]1CN2CC[C@H]1C[C@@H]2[C@@H](O)c1ccnc2ccc(OC)cc12,101.0,0.4
C1CCC(C(CC2CCCCN2)C2CCCCC2)CC1 (stereo not drawn),101.0&99.0,0.3&0

A second format for some results above.
Values in the order – Polio RdRp inh	Polio RdRp inh FP z-score
O=C(NCc1ccco1)c1ccc2c(c1)N(Cc1cccc(Cl)c1)C(=O)c1ccccc1S2=O (stereo not drawn)
    101.0	-0.8
CC(COc1ccccc1)NC(C)C(O)c1ccc(O)cc1 (stereo not drawn)
    101.0	0.4
c1ccc(CN(CC2=NCCN2)c2ccccc2)cc1
    98.0&101.0	-0.5&0.4
COc1ccccc1N1CCN(CCCNc2cc(=O)n(C)c(=O)n2C)CC1
    100.0&101.0	0&0.3
c1ccc(CC2=NCCN2)cc1
    100.0&98.0	-0.1&-0.4

Continued:
Structure,Polio RdRp inh,Polio RdRp inh FP z-score
CCN1CCN(CCCNC(=O)c2cc3c(s2)-c2c(C)cccc2OC3)CC1,101.0,-1.2
CC(COc1ccccc1)NC(C)[C@H](O)c1ccc(O)cc1 (stereo partly drawn),100.0,0.2
Cc1ccc(C)c(NC(=O)Cn2cc(C(=O)c3ccco3)c3ccccc32)c1,105.0,0.1
Cc1cc(-c2ccccc2)nnc1NCCN1CCOCC1,102.0&97.0,0.7&-0.5
CCOC(=O)N1CCc2c(sc3c2c(=O)n(Cc2ccccc2)c(=O)n3CC(=O)Nc2ccc(F)cc2)C1,104.0,0
CC(=O)Nc1ccc(C(=O)O)cc1,94.0,-0.5
CC1COc2c(N3CCN(C)CC3)c(F)cc3c(=O)c(C(=O)O)cn1c23 (stereo not drawn),104.0&100.0,1.1&0.2
CN1CCN(C(c2ccccc2)c2ccccc2)CC1,99.0&100.0,0&-0.1
C[C@H](CCC(=O)O)[C@H]1CCC2C3C(CC[C@@]21C)[C@@]1(C)CC[C@@H](O)C[C@H]1C[C@@H]3O (stereo partly drawn),102.0,0.5
O=C1CCCc2cc(S(=O)(=O)N3CCC(C(=O)NC4CCCCCC4)CC3)ccc2N1,102.0,0.4

Structure,Polio RdRp inh,Polio RdRp inh FP z-score
Cc1[nH]n2c(=O)cc(-c3ccc(Cl)cc3)nc2c1-c1ccccc1,106.0,0.3
C[C@@H]1CC2C3C[C@H](F)C4=CC(=O)C=C[C@]4(C)[C@@]3(F)[C@@H](O)C[C@]2(C)[C@@]1(O)C(=O)COC(=O)C(C)(C)C (stereo partly drawn),101.0,0.3
CC(C)C(=O)Nc1cccc(C(F)(F)F)c1,100.0,0
Cc1c(NC(=O)c2cccnc2)c(=O)n(-c2ccccc2)n1C,101.0&99.0,0.3&-0.1
O=C(CCNNC(=O)c1ccncc1)NCc1ccccc1,103.0,1.9
CCC(=O)N1CCC(C(=O)O)CC1,97.0,-0.5

Looked up above.
Polio RdRp inh FP z-score result of C[C@@H]1CC2C3C[C@H](F)C4=CC(=O)C=C[C@]4(C)[C@@]3(F)[C@@H](O)C[C@]2(C)[C@@]1(O)C(=O)COC(=O)C(C)(C)C (stereo partly drawn) reads 0.3
Polio RdRp inh FP z-score result of Cc1[nH]n2c(=O)cc(-c3ccc(Cl)cc3)nc2c1-c1ccccc1 reads 0.3
Polio RdRp inh result of CC(C)C(=O)Nc1cccc(C(F)(F)F)c1 reads 100.0
